# Bioassay records deposited in PubChem by several laboratories.
# PP1 inh = counter-screen for PP5 inhibitors: inhibitors of human PP1-alpha; P62136; inhibition, % at 6.7 µM; purified PP1alpha, OMFP fluorescence; 0.9% of 320,000 active;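 active means inhibition above the mean inhibition of all tested compounds plus 3 SD, computed separately for each screening campaign, cut at about 15% in these data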
# Fh CTSL1 inh = blocks F. hepatica cathepsin L1 in PFM18AAP counter-screen. recombinant F. hepatica cathepsin L1, Z-Leu-Arg-MCA fluorescence. inhibition, % at 5.96 µM. 0.49% of 300,000 active;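 active means inhibition above the mean of all tested compounds plus 3 SD, set per screening campaign, cut at about 17% in these data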;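 further: 0% = plate median of test compound wells and 100% = 1 µM Z-Phe-Ala-diazomethylketone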
# Efflux pump inh = inhibitors of Candida antifungal efflux pumps expressed in yeast | S. cerevisiae Candida pump triplex, Nile Red efflux | inhibition, % at 10 µM | 0.44% of 330,000 active;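 active means plate passing quality check with inhibition over a set limit, or well fluorescence over plate mean plus 4 SD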;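 further: Nile Red retained in pooled yeast measured as flow cytometry median fluorescence; 0% = buffer negative control and 100% = Enniatin B positive control; higher means more Nile Red kept so more efflux inhibition; some compounds called inactive have numbers as strong as hits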
# core dimer inh = HCV core protein dimerization inhibition. inhibition, % at 5 µM. 0.33% of 300,000 active. AID 1899. TR-FRET GST/Flag-core106 dimerization, 1536-well;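 active means inhibition above the mean of all tested compounds plus 3 SD, set per screening campaign, cut at about 45% in these data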
#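 Assay system: tagged HCV core106 pair (GST and Flag); medium: KF-containing HEPES buffer, pH 7.45, DTT, CHAPS, BSA; also added: Eu donor and XL665 acceptor anti-tag antibodies; dosing: 5 µM single dose; timing: compound-protein-antibody incubation 4 h at 22.5 °C; signal: TR-FRET 671 and 617 nm emission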
# PP5 primary = inhibitors of human protein phosphatase 5 (PP5); P53041; purified PP5c, OMFP substrate fluorescence; inhibition, % at 6.7 µM; 0.18% of 320,000 active;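 active means inhibition above the campaign's mean inhibition across all tested compounds plus 3 SD, cut at about 9.5% in these data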;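 further: 0% = DMSO only and 100% = 100 µM cantharidin control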
# Target sequence (P53041 whole entry, looked up): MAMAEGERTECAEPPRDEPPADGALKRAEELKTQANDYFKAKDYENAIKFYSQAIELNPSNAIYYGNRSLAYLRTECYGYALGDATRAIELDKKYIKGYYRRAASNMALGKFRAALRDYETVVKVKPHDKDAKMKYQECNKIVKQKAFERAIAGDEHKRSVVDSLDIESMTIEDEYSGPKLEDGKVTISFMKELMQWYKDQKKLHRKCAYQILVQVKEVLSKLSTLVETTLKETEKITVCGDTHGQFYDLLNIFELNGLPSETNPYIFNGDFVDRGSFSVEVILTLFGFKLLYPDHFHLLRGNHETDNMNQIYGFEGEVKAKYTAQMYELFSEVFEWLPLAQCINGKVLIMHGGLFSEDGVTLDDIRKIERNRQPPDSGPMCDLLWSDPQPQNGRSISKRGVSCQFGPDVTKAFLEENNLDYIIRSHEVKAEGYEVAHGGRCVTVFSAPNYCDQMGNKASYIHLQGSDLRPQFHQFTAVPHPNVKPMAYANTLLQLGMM
# procasp7 counter = activates human procaspase-7, counter-screen for procaspase-3 activators; recombinant procaspase-7, Ac-DEVD-pNA absorbance 405 nm; D23A/D198A/D206A triple mutant, cannot self-cleave; scale: DMSO 0, 5 µM enzyme 100; activation, % at 8.5 µM; AID 463210; P55210; 0.093% of 330,000 active;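 active means percent activation above the screen-wide mean plus 3 SD, cut at about 25% in these data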
#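 Assay system: Uncleavable procaspase-7 mutant enzyme; Input: 2 µM procaspase-7 mutant as dispensed; Also added: DEVD-pNA substrate; Medium: Zinc-free HEPES pH 7.4 with 300 mM NaCl, 0.01% Triton X-100; Timing: 1 h compound preincubation, 2 h substrate cleavage, 25 °C; Measured by: Epi-absorbance of released pNA at 405 nm, two timepoints.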
# JMJD2C inh = blocks human GASC-1 demethylase activity; Q9H3R0; inhibition, % at 2.35 µM; 0.069% of 330,000 active; GST-JMJD2C(1-420) H3K9me3 demethylation, DELFIA europium; AID 2099;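 active means more than half of a compound's replicate wells show inhibition beyond 50%, single wells judged on their own value; inconclusive means some, but no more than half, of replicates pass 50% inhibition; inactive means no replicate passes 50% inhibition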;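 further: signal counts dimethyl H3K9 product captured on neutravidin plate; 0% = median of DMSO wells and 100% = 0.3 times that DMSO median; strong numbers were not always called active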
# Target sequence (Q9H3R0 1-420 limits assumed): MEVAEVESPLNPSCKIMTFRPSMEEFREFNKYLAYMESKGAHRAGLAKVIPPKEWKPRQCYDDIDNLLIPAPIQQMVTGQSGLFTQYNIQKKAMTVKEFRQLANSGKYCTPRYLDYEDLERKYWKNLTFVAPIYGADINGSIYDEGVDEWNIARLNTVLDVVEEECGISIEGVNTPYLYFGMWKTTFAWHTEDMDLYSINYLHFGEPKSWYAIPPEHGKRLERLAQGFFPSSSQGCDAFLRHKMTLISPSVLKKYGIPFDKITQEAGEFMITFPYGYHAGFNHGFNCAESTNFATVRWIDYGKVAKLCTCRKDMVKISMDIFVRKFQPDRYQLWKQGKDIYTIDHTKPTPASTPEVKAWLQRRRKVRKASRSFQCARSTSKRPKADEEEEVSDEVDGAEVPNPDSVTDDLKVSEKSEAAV
# TPT1 inh = inhibitors of Candida albicans tRNA 2'-phosphotransferase TPT1 | recombinant caTPT1, FP RNA substrate dephosphorylation | inhibition, % at 5 µM | 0.81% of 300,000 active;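 active means inhibition above the mean of all tested compounds plus 3 SD, set per screening campaign, cut at about 24% in these data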;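 further: plate controls were DMSO alone for no effect and ferristatin control at 100 nM for full effect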
# procasp3 activ = activators of human procaspase-3; activation, % at 8.5 µM; 0.11% of 330,000 active; AID 463141; P42574; recombinant procaspase-3 D3A, Ac-DEVD-pNA absorbance 405 nm;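 active means activation above the mean of all tested compounds plus 3 SD, cut at about 21% in these data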;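 further: 0% = DMSO alone and 100% = DMSO wells spiked with extra 5 µM PC-3 D3A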
#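 Technique: 405 nm absorbance of p-nitroaniline, reads at 0 and 120 min; Test system: Procaspase-3 D3A mutant; Incubation: 1 h enzyme-compound preincubation, then 2 h substrate reaction, 25 °C; Repeats: singlicate, each compound tested once; Benchmarks: low control DMSO wells, high control DMSO plus 5 µM PC-3 D3A.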
# An asterisk follows results filed as active; ? = inconclusive; / = no result given. Rows were taken by chance; any-hit rate near 2.9%.
SMILES,PP1 inh,Fh CTSL1 inh,Efflux pump inh,core dimer inh,PP5 primary,procasp7 counter,JMJD2C inh,TPT1 inh,procasp3 activ
C=CCn1c(SCC(=O)NCc2ccco2)nc2sc(C)c(C)c2c1=O,-2,-3,0.4,-2,3.0,2,-16,1,-2
CSc1ncc(C(=O)Nc2ccccc2F)c(-c2ccccc2)n1,-1,2,-0.1,-2,-3.4,-4,7,-1,5
O=C(CN1CCN(c2ccccc2)CC1)Nc1nnc(-c2ccccc2)s1,-3,2,-0.1,7,-0.4,9,-10,3,-1
COc1ccc(NS(=O)(=O)c2cc(NC(=O)CC(C)(C)C)ccc2N2CCCC2)cc1,2,/,-0.2,/,4.3,-2,/,/,5
COc1cccc(NC(=O)CN(C)C(=O)CCCc2nc3ccccc3s2)c1,-3,2,0.1,3,1.5,-2,-2,-1,2
CCN(Cc1ccncc1)C(=O)CCc1nnc(CCC2CCCCC2)o1,-1,1,0.0,1,1.2,15,8,1,4
Cc1cc(C)c(NC(=O)C(C)OC(=O)c2cc(Br)c(Br)s2)c(C)c1 (configuration not stated),-2,3,-0.1,11,-0.4,11,11,-1,-11
CCc1ccccc1NC(=O)Nn1cnnc1,2,1,-0.1,2,-0.9,7,-3,-1,5
COc1ccc(C(=O)O)cc1N1C(=O)Nc2ccccc2N1O,3,0,-0.1,-2,-1.2,5,-1,-1,7
CCOc1ccccc1CN1CCN(CCCc2ccccc2)CC1CCO (configuration not stated),1,4,0.0,4,0.8,1,-4,1,2
CCCCCCCC(=O)NC(Nc1ccccc1OC)C(Cl)(Cl)Cl (configuration not stated),5,2,0.0,5,1.6,-1,2,-8,-6
CCOc1ccc(OCCC(=O)NNC(=O)c2cc(OC)c(OC)c(OC)c2)cc1,-3,15,-0.1,-1,-0.4,9,20,-1,-9
CCCC(=O)Nc1ccc(C(=O)N2CCCC2)cc1,0,-1,-0.3,-2,1.0,6,-2,-3,5
CCN(CC)c1ccc(NC(=O)CCS(=O)(=O)c2ccc(Br)cc2)c(C)c1,1,1,0.0,-13,-0.2,-2,1,-2,-4
COC(=O)NCC(C)OC(=O)Nc1cccc(Cl)c1 (configuration not stated),2,-1,0.1,4,2.5,-1,-8,0,-3
O=C(Cc1c(F)cccc1Cl)OCN1C(=O)c2ccccc2C1=O,0,1,0.4,-2,3.9,0,-3,0,1
Cc1onc(-c2ccccc2)c1C(=O)N(C)CC(=O)Nc1ccc(F)c(F)c1F,/,/,-0.2,/,/,-3,9,/,-3
Cc1c(NC(=O)CN2C(=O)c3ccccc3S2(=O)=O)c(=O)n(-c2ccccc2)n1C,-1,-4,0.0,-10,2.8,-1,3,1,0
Cc1[nH]c2c(C)cccc2c1CN1CCC(CO)(Cc2ccccc2)CC1,-4,-2,-0.1,-5,-2.3,7,9,0,-2
O=C(Cc1ccccc1)NC(NC(=S)Nc1cc(Cl)ccc1Cl)C(Cl)(Cl)Cl (configuration not stated),1,-1,-0.1,17,-0.1,2,51,0,-2
COc1ccc(NC(=O)CS(=O)(=O)c2cn(CC(=O)N(C(C)C)C(C)C)c3ccccc23)c(OC)c1,-4,1,0.5,2,-1.0,-3,-7,2,2
COC(=O)c1ccc(N/C(C)=C/C(=O)c2ccc(C)o2)cc1,-5,-4,-0.1,2,-1.0,-5,2,0,0
O=c1c2ccccc2c(C=NCc2ccccn2)c(O)n1-c1ccccc1,2,-1,0.6,8,2.9,2,2,-1,2
COc1ccc(-c2nnc(NC(=O)c3cc(Cl)ccc3Cl)o2)cc1,9,3,0.0,-2,0.3,6,-5,-2,-2
O=C(Oc1cccc(-c2cnc3ccccc3n2)c1)c1ccco1,3,-20,-0.3,6,-8.4,-23,4,2,-13
CCn1nnnc1NC(=O)c1cc(Cl)c(OC)c(Cl)c1,-6,1,0.1,-1,-0.8,-2,/,0,-3
COC(=O)c1ccccc1NC(=O)COC(=O)c1ccco1,4,-11,0.0,2,2.7,14,-4,0,1
Cc1cc2ccccc2c(=O)n1CC(=O)N1CCN(c2cccc(Cl)c2)CC1,1,2,0.0,9,0.3,11,-1,0,-3
CCOc1ccccc1C(=O)N[C@H](C(=O)Nc1ccc(OC)c(S(=O)(=O)N2CCOCC2)c1)C(C)C,5,-2,0.1,-5,2.6,5,6,-2,4
CCOP(=O)(OCC)/C(=N/OC(=O)c1cccc([N+](=O)[O-])c1)C(N)=O,-4,-6,-0.1,2,1.3,4,1,1,-5
CCOc1ccc(C(=O)Nc2nnc(S(=O)(=O)N3CCCCC3)s2)cc1,1,3,-0.1,13,0.4,5,-5,6,4
O=C(Nc1ccccc1)c1oc2ccccc2c1NC(=O)C1CC1,2,-1,0.5,10,2.6,-4,3,1,6
COc1ccc(-c2csc3ncn(-c4ccccc4)c(=O)c23)cc1OC,-2,-2,0.2,3,0.8,0,4,-2,-4
CCc1cccc(C)c1NC(=O)c1cc(C)oc1C,-6,0,0.1,2,-0.2,-2,-2,0,-3
Cn1c(Cn2c(=O)sc3ccccc32)nnc1SCc1ccccc1,-3,6,-0.1,1,1.1,2,-9,-4,7
O=C(Nc1nc(-c2ccc(Cl)s2)cs1)c1ccccc1,2,-1,0.0,-25,2.0,14,8,-6,10
O=C(Nc1ccc(Br)cc1)c1cc2ccccn2n1,1,0,-0.1,-1,2.9,1,0,-2,2
COc1ccc(CNC(=O)CCc2c(C)nc3ncnn3c2C)cc1,-3,1,0.3,3,1.0,2,8,2,-3
O=[N+]([O-])c1cccc(/C=N/Nc2cc(Cl)nc(-c3ccccc3)n2)c1,-3,-3,-0.1,20,1.7,17,6,0,3
CCOC(=O)Cc1nnc(NC(=O)C2CCCCC2)s1,-2,-3,0.2,-8,1.7,-2,-4,-1,5
Cc1cc(N2CCOCC2)nc(-c2ccccc2O)n1,11,-10,0.0,0,-1.5,1,-7,-5,5
C=CCNC(=S)/N=c1/ccccn1Cc1ccccc1,1,6,0.0,-1,-0.7,-26,4,-2,-9
CC(=O)OCc1c(COC(C)=O)[n+](=O)c2ccccc2n1[O-],-3,-1,0.0,-9,5.3,-1,1,-1,-6
CN1CCC(N(C)C(=O)c2cc(S(=O)(=O)N(C)c3ccccc3)ccc2Cl)CC1,/,/,-0.2,/,/,6,-1,/,-4
CN(C)S(=O)(=O)c1cccc(C(=O)Nc2ccccc2[N+](=O)[O-])c1,0,-3,0.1,3,-1.2,-10,-30,0,4
COC(=O)c1cc(NC(=O)C2CCCN(S(=O)(=O)c3c(C)n[nH]c3C)C2)cc(C(=O)OC)c1 (configuration not stated),0,7,0.1,-1,-0.6,4,1,-3,12
CCN(CC)CCN1C(=O)C(=O)/C(=C(/O)c2ccc(OC(C)C)cc2)C1c1cccs1 (configuration not stated),-5,1,0.0,-2,4.0,-44,6,3,-10
Cc1ccc2nc(NC(=O)c3ccc(S(=O)(=O)N4CCCc5ccccc54)cc3)sc2c1,0,4,-0.4,14,-1.4,3,-4,-6,-5
Cc1ccc(-c2nc3cccnc3s2)cc1NS(=O)(=O)c1cccs1,-4,-2,0.1,9,0.5,3,3,2,0
CCOCCCNC(=O)C1(O)c2ccccc2NC(=O)N1c1ccc(Cl)cc1 (configuration not stated),6,1,-0.1,-13,2.9,-1,-6,-2,-2
COc1ccccc1C(=O)NC(=O)COC(=O)CN1C(=O)NC(C)(C)C1=O,10,-4,-0.2,-11,-0.8,-6,?,-1,3
O=C(Nc1nnc(-c2ccncc2)s1)C1CCCO1 (configuration not stated),-3,2,0.1,0,1.7,-10,-2,2,-2
COCCn1c(SCC(=O)Nc2cccnc2Cl)nc2ccccc2c1=O,-5,/,0.0,/,1.9,1,1,/,0
O=[N+]([O-])c1ccccc1N/N=C/c1cc2ccccc2nc1Cl,1,1,0.0,-1,1.8,-6,4,-4,2
COC(=O)c1ccc(COc2ccccc2/C=C(\C#N)C(=O)Nc2ccc(C)cc2)cc1,-1,2,0.2,6,-0.7,14,16,-4,1
CC1Cc2cc(S(=O)(=O)CCC(=O)NCc3ccco3)ccc2N1C(=O)C1CC1 (configuration not stated),-2,1,-0.2,8,-2.9,-7,5,1,-11
Cc1ccc2[nH]c(O)c(N=NC(=O)C3CC3c3ccccc3)c2c1Br (configuration not stated),-4,-5,0.0,2,2.0,8,-7,1,3
CC(=O)N(Cc1ccco1)C1(C(=O)NC2CCCCC2)CCCCC1,-2,3,0.1,1,-0.7,7,1,-6,-5
CC(c1ccccc1)C1CC(=O)N(Cc2ccco2)C1=O (configuration not stated),-2,4,0.2,32,1.1,-1,15,2,1
CC(C)=CCSc1nnc([C@@H](NC(=O)OC(C)(C)C)C(C)C)o1,0,36*,0.1,0,0.2,1,4,-5,-6

# Just PP5 primary, procasp3 activ and Efflux pump inh, for some of the entries so far:
Compound | PP5 primary | procasp3 activ | Efflux pump inh
Cc1ccc2nc(NC(=O)c3ccc(S(=O)(=O)N4CCCc5ccccc54)cc3)sc2c1 | -1.4 | -5 | -0.4
Cc1ccc(-c2nc3cccnc3s2)cc1NS(=O)(=O)c1cccs1 | 0.5 | 0 | 0.1
CCOCCCNC(=O)C1(O)c2ccccc2NC(=O)N1c1ccc(Cl)cc1 (configuration not stated) | 2.9 | -2 | -0.1

# (continued)
SMILES,PP1 inh,Fh CTSL1 inh,Efflux pump inh,core dimer inh,PP5 primary,procasp7 counter,JMJD2C inh,TPT1 inh,procasp3 activ
Cc1ccc(CCNC(=O)c2ccc(CS(=O)(=O)c3ccccc3C)o2)cc1,-1,3,-0.1,3,0.7,-2,-12,-3,-1
COc1ccccc1CC(=O)O/N=C(\N)c1cccc([N+](=O)[O-])c1,1,-10,0.1,-1,1.2,3,68,-2,-1
Cn1cccc1C1C(C#N)=C(N)OC2=C1C(=O)CC(C)(C)C2 (configuration not stated),-3,0,0.3,2,-1.7,-5,-1,-2,5
S=C(NCC1CCCO1)N1CCc2ccccc2C1 (configuration not stated),-7,-7,0.1,7,2.0,4,5,4,-5
CCCCn1c(SCC(=O)Nc2cccc(C)n2)nnc1-c1ccco1,4,-4,0.2,-3,-2.9,-4,13,-5,9
CCOC(=O)C1CCN(C(=O)/C=C/c2ccccc2OC)CC1,3,5,-0.1,2,-3.1,-1,-12,-7,-1
COc1ccc(CC(=O)Nc2ccc(F)c(Cl)c2)cc1S(=O)(=O)N1CCOCC1,-5,/,0.0,/,-1.3,5,-7,/,8
CC1CCCCN1C(=O)Cn1cc(C(=O)c2ccco2)c2ccccc21 (configuration not stated),0,3,0.1,1,2.2,13,8,-3,-3
